# ssDAF-12 act = activators of S. stercoralis DAF-12 nuclear receptor. HEK293 ssDAF-12/GRIP1 lit1-tk-luc reporter, luminescence; % of 3 µM dafachronic acid response. activation, % at 6.8 µM. actives 1% (n = 370,000);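 active = activation above the mean over all tested compounds plus 3 SD, cut at about 0.9% in these data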;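 also: 0% = DMSO-only wells and 100% = 3 µM delta7-dafachronic acid wells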
# GAA850 FXN act = activators of GAA850 frataxin (FXN) promoter | HEK293 lucGAA850 FXN promoter luciferase reporter, 24 h; percent of 10 µM SAHA response | activation, % at 6 µM | actives 0.56% (n = 360,000);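 active = activation above the average of all compounds screened plus 3 SD, cutoff fixed separately per campaign, cut at about 7.5% in these data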;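 also: 0% = DMSO wells and 100% = 10 µM SAHA wells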
# hcDAF-12 act = activators of H. contortus DAF-12 nuclear receptor. HEK293 hcDAF-12 lit1-tk-luc reporter, luminescence; 0% DMSO, 100% Δ7-dafachronic acid. activation, % at 6.8 µM. actives 1.4% (n = 370,000). AID 652067;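 active = activation above the mean of all tested compounds plus 3 SD, cut at about 5.5% in these data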;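 also: 100% = response to 3 µM Δ7-dafachronic acid high control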
# NPR1 activator = GC-A (human) enzyme activation. HEK293 GC-A cells, cGMP TR-FRET, EC30 ANP; 0% at EC30 ANP, 100% saturating ANP. activation, % at 10 µM. actives 0.14% (n = 370,000). AID 1671463; in the data active = activation above about 40%
# SMARCA2 activ = increases SMARCA2 function in MMTV reporter cells | MG213 cells, MMTV-luciferase reporter, dexamethasone, overnight | activation, % at 9.1 µM | actives 1% (n = 370,000) | AID 652017; in the data active = activation above about 7.8%;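 also: 0% = vehicle wells and 100% = reference activator wells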
# PG9 binder = PG9 antibody binding by small molecule; TR-FRET gp120-PG9 antibody binding; AID 624416; inhibition, % at 6.7 µM; actives 0.43% (n = 360,000); in the data active = inhibition above about 8.5%
# DAX1 inh-1 = inhibits human nuclear receptor DAX1; AID 504766; P51843; inhibition, % at 6.75 µM; actives 0.99% (n = 340,000); HEK293 Gal4-DAX1 luciferase reporter, luminescence;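 active = inhibition above the mean over all tested compounds plus 3 SD, cut at about 4.2% in these data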;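 also: 0% = DAX1-transfected cells with DMSO and 100% = empty-vector control cells with DMSO; inhibition shows as a rise in luminescence from relieved DAX1 repression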
# Target sequence (P51843 207-470 limits assumed): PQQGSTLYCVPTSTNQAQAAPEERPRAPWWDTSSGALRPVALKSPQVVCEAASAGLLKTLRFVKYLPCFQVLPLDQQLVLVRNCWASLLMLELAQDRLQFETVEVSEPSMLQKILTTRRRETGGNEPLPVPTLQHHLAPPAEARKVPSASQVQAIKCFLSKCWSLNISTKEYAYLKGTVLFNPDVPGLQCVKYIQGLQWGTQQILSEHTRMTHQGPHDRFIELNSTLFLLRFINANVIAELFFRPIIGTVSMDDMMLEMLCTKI
# hgDAF12 agonist = hgDAF-12 agonism, primary luciferase screen; HEK293 GAL4-hgDAF12 UAS-luciferase reporter, agonist luminescence; normalized to butyrate control; activation, % at 6.8 µM; actives 1.8% (n = 370,000);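 active = activation above a cutoff set at the mean of all screened compounds plus 3 SD, cut at about 10% in these data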;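 also: 0% = DMSO wells and 100% = sodium butyrate wells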
# ADAM17 inh = inhibitors of human ADAM17; P78536; recombinant ADAM17, EDANS/DABCYL FRET peptide cleavage; inhibition, % at 6.95 µM; actives 0.83% (n = 370,000); AID 720648;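 active = inhibition above the mean of compounds lying between control limits plus 3 SD, set per campaign, cut at about 8.5% in these data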;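 also: 0% = DMSO-only wells as the low control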
# Target sequence (P78536 215-824 limits assumed): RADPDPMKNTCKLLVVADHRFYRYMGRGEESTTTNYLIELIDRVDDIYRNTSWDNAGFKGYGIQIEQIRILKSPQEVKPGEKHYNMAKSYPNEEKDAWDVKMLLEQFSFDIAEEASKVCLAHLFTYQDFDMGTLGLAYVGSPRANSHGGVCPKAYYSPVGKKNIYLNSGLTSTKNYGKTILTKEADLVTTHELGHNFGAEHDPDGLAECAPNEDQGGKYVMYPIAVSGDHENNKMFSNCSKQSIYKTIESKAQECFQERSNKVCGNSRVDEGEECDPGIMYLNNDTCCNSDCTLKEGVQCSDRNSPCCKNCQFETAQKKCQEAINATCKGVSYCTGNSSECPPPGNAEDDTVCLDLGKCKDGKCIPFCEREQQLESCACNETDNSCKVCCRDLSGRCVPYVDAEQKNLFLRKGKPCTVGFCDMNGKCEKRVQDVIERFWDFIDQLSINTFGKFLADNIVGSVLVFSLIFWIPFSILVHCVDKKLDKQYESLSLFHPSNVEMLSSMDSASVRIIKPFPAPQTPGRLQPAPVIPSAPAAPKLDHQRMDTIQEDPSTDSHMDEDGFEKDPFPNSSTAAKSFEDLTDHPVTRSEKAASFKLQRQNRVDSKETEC
# DAX1 inh-2 = inhibitors of DAX1 repression of SF-1 activated StAR promoter; HEK293T StAR-luciferase reporter, SF-1/DAX-1 repression relief; inhibition, % at 6.8 µM; actives 1.1% (n = 370,000); AID 652010;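 active = inhibition above the mean over all tested compounds plus 3 SD, cut at about 3.6% in these data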;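 also: 0% = DAX-1 cells with DMSO and 100% = cells lacking DAX-1 with DMSO; higher inhibition means more luminescence from relief of DAX-1 repression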
# ADAM10 inh = ADAM10 inhibition, QFRET primary screen | O14672 | recombinant ADAM10, EDANS/DABCYL FRET peptide cleavage, 3 h | inhibition, % at 7 µM | actives 0.62% (n = 370,000);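 active = inhibition above a per-campaign cutoff equal to the mean of compounds falling between control-based bounds plus 3 SD, cut at about 20% in these data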;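 also: 0% = DMSO wells while the 100% control is not disclosed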
# The depositor's hits bear a star; i = inactive; / = not tested or not shown. An unsorted share of the library; overall some 6.8% were active at least once.
nr	Structure	ssDAF-12 act	GAA850 FXN act	hcDAF-12 act	NPR1 activator	SMARCA2 activ	PG9 binder	DAX1 inh-1	hgDAF12 agonist	ADAM17 inh	DAX1 inh-2	ADAM10 inh
1	CCc1cc(=O)oc2cc(OC(=O)CN3C(=O)NC4(CCCC4)C3=O)ccc12	-1.2	0.5	-1.4	-3	2	-0.2	-1.0	0.5	i	-1.9	i
2	O=C(COc1ccccc1F)Nc1nnc(C2CCCC2)s1	-1.2	0.0	2.1	0	4	-2.3	-0.1	5.8	1	0.5	3
3	Clc1cc(Cl)c(OCc2nc(-c3ccccn3)no2)cc1Cl	0.6	5.5	1.3	8	5	3.4	1.9	5.7	-3	2.0	-12
4	CCCCOc1ccc(C(=O)N/C(=C/C=C/c2ccccc2)C(=O)O)cc1	-1.2	2.0	0.3	-1	-3	-2.6	-0.4	-4.0	-4	0.3	4
5	CN1C[C@@H]2C(c3ccc(C(F)(F)F)cc3)C3(c4cccnc4)CC2(C3)[C@H]1c1ccccc1 (some centres not stated)	-1.0	-0.3	-0.8	-6	0	-7.5	-0.4	0.3	1	0.4	4
6	NS(=O)(=O)c1ccc(CCNC(=O)CNC(=O)Cc2cccc3ccccc23)cc1	-0.9	-0.9	-2.0	-7	-1	-1.4	0.2	2.8	0	-0.3	3
7	COc1ccccc1NC(=O)c1ccc(NC(=O)CN2C(=O)CN(C)C2=O)cc1	-1.4	-0.5	-0.1	4	-1	2.6	-0.7	-0.7	-4	0.9	0
8	CCC(=O)N1CCN(c2ccccc2NC(=O)COc2cc(C)ccc2C(C)C)CC1	-1.9	-8.9	1.3	-3	-1	-0.2	-1.1	0.3	-1	-0.5	-12
9	Cc1ccc2cc(CN(CCCN(C)C)C(=S)NCc3ccccc3)c(=O)[nH]c2c1C	-1.5	-0.6	-0.2	0	-4	0.3	-0.2	-2.8	-3	1.4	-22
10	Cn1c(CNC(=O)c2ccc(F)cc2)cc2ccccc21	1.0*	2.1	0.5	6	2	-1.3	4.3*	1.1	0	-0.6	0
11	Cc1ccc2ccccc2[n+]1CCCS(=O)(=O)[O-]	-0.5	-1.0	0.3	-1	1	-1.9	-0.9	0.3	-11	-0.1	-22
12	O=C(Nc1ccc2nc3n(c(=O)c2c1)CCCCC3)c1c(F)ccc([N+](=O)[O-])c1F	-2.0	-15	-5.2	28	-14	-0.1	-6.3	-10	-1	-1.8	-2
13	CC(C)CCOc1ccc(C(=O)NCCC(=O)N2CCOCC2)cc1	-1.3	1.7	-0.4	6	0	-0.2	-0.1	4.4	-3	0.4	-11
14	CCOC(=O)C(CC)/C(C)=N\NC(=O)c1cccc(C)c1 (configuration not stated)	-1.2	4.3	-0.1	3	3	0.8	2.5	5.3	-5	1.1	-14
15	CC(=O)c1cccc(NC(=O)COC(=O)CCC(=O)c2ccc(F)cc2)c1	0.0	0.0	-0.5	0	-3	1.8	-0.2	3.2	8.9*	0.3	-3
16	CCOC(=O)c1[nH]c2ccc(OC)cc2c1NC(=S)N1CCN(c2ccccn2)CC1	-1.6	1.4	-0.5	-1	-4	1.4	0.9	2.9	-11	0.3	-13
17	O=C(OCc1ccc(Cl)cc1Cl)c1cccnc1Cl	-1.2	-2.5	-0.6	7	2	-0.8	0.7	5.4	1	-1.3	6
18	CN(C)c1ccc(-c2ccnc3c2CC(C)(C(=O)NCCC(F)(F)F)O3)cc1 (configuration not stated)	-1.2	-1.1	-2.2	-6	-2	-0.7	/	-2.4	-163	-3.2	i
19	CN(C)CCCOC(=O)c1ccc(Cl)cc1Cl	-0.8	3.8	-0.4	3	-1	-0.5	2.0	0.7	0	0.6	1
20	O=C(c1ccco1)N1C(=O)c2cccc3c(S(=O)(=O)N4CCCC4)ccc1c23	-0.5	0.5	0.2	3	0	-1.1	0.1	-0.6	-12	-0.7	-39
21	O=C(Nc1nc2c(s1)CCc1ccccc1-2)c1cccs1	0.0	2.1	3.5	8	2	-0.8	1.1	2.0	-3	0.3	-2
22	O=C(/C=C/c1ccc(F)cc1)c1cc(Br)ccc1O	-1.5	2.6	-0.6	-11	2	0.2	1.4	-2.0	-6	-0.1	-6
23	Cc1ccc(-n2c(SCC(=O)N3CCOCC3)nc(O)c(Cc3ccccc3)c2=O)cc1	-0.5	1.4	1.9	26	-1	-1.4	0.2	-1.6	-3	-0.5	5
24	N#CCC[C@@H]1CC[C@]2(CCCN(C(=O)c3ccccc3)C2)O1	-1.4	/	-0.6	0	3	/	/	4.0	-6	0.6	-6
25	COc1ccccc1C(CNC(=O)COc1cc(C)ccc1Cl)N1CCCC1 (configuration not stated)	-1.4	-3.0	-0.9	-3	0	0.0	1.1	9.1	-2	0.5	-8
26	Cc1ccc(NC(=O)CSCC(=O)NC2=NCCS2)cc1	-1.0	0.9	-0.2	3	-2	0.1	-0.4	1.1	-4	-0.8	-6
27	Cn1c(=O)c2c(nc(Br)n2Cc2ccccc2Cl)n(C)c1=O	-1.2	-2.0	-1.0	10	1	-0.8	0.3	1.1	-1	-0.3	-1
28	O=C(COc1cccc(C(F)(F)F)c1)NCC(c1cccs1)N1CCOCC1 (configuration not stated)	-1.2	0.1	-1.4	0	1	-0.1	0.8	-1.1	2	-0.2	1
29	COc1cccc(NC(=S)NCc2ccccn2)c1	-0.7	3.9	0.9	1	3	-3.8	1.1	3.2	-2	0.5	-11
30	COc1ccccc1N1CCN(C(=O)c2cccc(S(=O)(=O)N3c4ccccc4CC3C)c2)CC1 (configuration not stated)	-0.1	-5.4	-2.0	-6	3	-1.5	-1.6	-0.5	-1	0.8	-3
31	O=C1CC2(CCCC2)Oc2ccc(Cl)cc21	-0.8	-0.4	0.5	3	1	2.0	0.0	-0.5	4	0.1	9
32	COc1ccc(S(=O)(=O)NC2CCCCC2)c(C)c1C	-0.8	3.0	0.8	-4	-2	-0.2	-0.2	-2.5	-6	-0.1	3
33	O=C(NCCc1c[nH]c2ccccc12)c1c(Cl)nc2sccn12	-1.4	7.7*	0.0	1	4	-0.1	-0.5	1.8	2	0.1	5
34	Cc1sc2ncnc(NCCCN3CCCC3=O)c2c1C	-0.6	1.0	1.0	3	-1	-1.5	0.4	-3.3	-3	-0.7	-3
35	COc1ccc(N2C(C)=CS/C2=C(/C#N)c2nnc(N3CCOCC3)n2-c2ccccc2)cc1	-1.9	-0.4	-0.7	-7	0	-2.5	-1.2	2.9	4	0.1	7
36	CC(=O)NC1(C(F)(F)F)C(=O)Nc2c1c(=O)[nH]c(=O)n2CC(C)C (configuration not stated)	-2.0	1.9	-0.6	5	-2	-0.1	-0.2	0.9	-2	-0.2	1
37	Nc1sc(-c2ccccc2)cc1C(=O)NCCc1c[nH]c2ccccc12	-1.2	/	0.5	4	-5	-0.5	/	-0.2	6	-2.6	2
38	COc1cc2c(cc1OC)CN(Cc1cc(OC)c3c(c1)OCO3)CC2	-1.3	-1.0	-0.8	-2	-2	-1.2	0.7	0.2	1	-0.6	2
39	CC1=C(C(=O)N(C(C)C)C(C)C)CC(CC(=O)NC2CCCCC2)C(=O)N1CCCN1CCCC1=O (configuration not stated)	-0.2	/	-0.1	3	-3	-0.1	/	2.2	-5	-0.9	-25
40	CC1(C)CC(=O)C(CS(=O)(=O)c2ccccc2)=C(O)C1	-1.2	-0.6	5.4	2	-2	-1.3	1.0	0.7	-4	2.2	1

# Another view of some results above:
[37] Nc1sc(-c2ccccc2)cc1C(=O)NCCc1c[nH]c2ccccc12
[32] COc1ccc(S(=O)(=O)NC2CCCCC2)c(C)c1C

assay / compound	37	32
ssDAF-12 act	-1.2	-0.8
GAA850 FXN act	/	3.0
hcDAF-12 act	0.5	0.8
NPR1 activator	4	-4
SMARCA2 activ	-5	-2
PG9 binder	-0.5	-0.2
DAX1 inh-1	/	-0.2
hgDAF12 agonist	-0.2	-2.5
ADAM17 inh	6	-6
DAX1 inh-2	-2.6	-0.1
ADAM10 inh	2	3

# Following part:
nr	Structure	ssDAF-12 act	GAA850 FXN act	hcDAF-12 act	NPR1 activator	SMARCA2 activ	PG9 binder	DAX1 inh-1	hgDAF12 agonist	ADAM17 inh	DAX1 inh-2	ADAM10 inh
41	c1cncc(CNc2c3c(nc4nnnn24)CCCC3)c1	-1.4	2.7	0.3	3	6	-0.9	0.5	-2.0	0	-0.3	-1
42	CCOC(=O)c1nnn(-c2nonc2N)c1CSc1ccc(C)cc1	-1.8	0.6	-0.8	-1	-2	2.2	-0.1	-3.2	-1	-0.6	3
43	COc1ccc(C(=O)CSc2nc(N)nc(SC)c2C#N)cc1	-0.8	0.8	-0.8	4	-2	21*	0.6	4.2	0	0.0	3
44	Nc1cc(=O)[nH]c(SCC(=O)N2CCCCC2)n1	-0.6	2.6	1.0	-2	-4	-1.1	-0.6	1.0	0	0.0	-5
45	CCN(CC)C(=O)C1CCCN(C(=S)Nc2cccc3ccccc23)C1 (configuration not stated)	0.1	0.7	2.9	2	4	-0.4	0.7	1.1	-37	0.1	-115
46	Cc1nc2ccccc2c(=O)n1/N=C/c1ccccn1	-1.0	2.7	-0.5	-2	-2	-0.6	0.8	1.1	-3	1.6	-6
47	COc1ccc(C2CC(c3ccccc3)=NN2S(=O)(=O)c2ccccc2)cc1 (configuration not stated)	-1.1	2.2	-2.9	-2	-2	2.9	0.0	7.9	-2	-1.3	0

# Filtered by structure: those above containing fluorine (9)
nr	Structure	ssDAF-12 act	GAA850 FXN act	hcDAF-12 act	NPR1 activator	SMARCA2 activ	PG9 binder	DAX1 inh-1	hgDAF12 agonist	ADAM17 inh	DAX1 inh-2	ADAM10 inh
2	O=C(COc1ccccc1F)Nc1nnc(C2CCCC2)s1	-1.2	0.0	2.1	0	4	-2.3	-0.1	5.8	1	0.5	3
5	CN1C[C@@H]2C(c3ccc(C(F)(F)F)cc3)C3(c4cccnc4)CC2(C3)[C@H]1c1ccccc1 (some centres not stated)	-1.0	-0.3	-0.8	-6	0	-7.5	-0.4	0.3	1	0.4	4
10	Cn1c(CNC(=O)c2ccc(F)cc2)cc2ccccc21	1.0*	2.1	0.5	6	2	-1.3	4.3*	1.1	0	-0.6	0
12	O=C(Nc1ccc2nc3n(c(=O)c2c1)CCCCC3)c1c(F)ccc([N+](=O)[O-])c1F	-2.0	-15	-5.2	28	-14	-0.1	-6.3	-10	-1	-1.8	-2
15	CC(=O)c1cccc(NC(=O)COC(=O)CCC(=O)c2ccc(F)cc2)c1	0.0	0.0	-0.5	0	-3	1.8	-0.2	3.2	8.9*	0.3	-3
18	CN(C)c1ccc(-c2ccnc3c2CC(C)(C(=O)NCCC(F)(F)F)O3)cc1 (configuration not stated)	-1.2	-1.1	-2.2	-6	-2	-0.7	/	-2.4	-163	-3.2	i
22	O=C(/C=C/c1ccc(F)cc1)c1cc(Br)ccc1O	-1.5	2.6	-0.6	-11	2	0.2	1.4	-2.0	-6	-0.1	-6
28	O=C(COc1cccc(C(F)(F)F)c1)NCC(c1cccs1)N1CCOCC1 (configuration not stated)	-1.2	0.1	-1.4	0	1	-0.1	0.8	-1.1	2	-0.2	1
36	CC(=O)NC1(C(F)(F)F)C(=O)Nc2c1c(=O)[nH]c(=O)n2CC(C)C (configuration not stated)	-2.0	1.9	-0.6	5	-2	-0.1	-0.2	0.9	-2	-0.2	1

# Bioassay records from PubChem.
